bIAP act: increases bovine intestinal alkaline phosphatase activity | activation factor at 20 µM | AID 1016 | purified bovine IAP, CDP-star luminescence, 30 min; stronger effect = higher value; fold of DMSO-control signal, blank-subtracted | hit rate 0.17% among 200,000;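 active means activation factor of 2 or more at 20 µM, a signal rise over negative controls twice the positive control's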
TNAP act hiacc: activators of human TNAP at high phosphate acceptor concentration | P05186 | purified TNAP, CDP-star luminescence, 1 M DEA, 30 min; stronger effect = higher value; 0 = EDTA background, 1 = DMSO-only activity | activation factor at 20 µM | 200,000 tested, under 10 active;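 active means activation factor at least 2 at 20 µM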
Target sequence (P05186 whole entry, looked up): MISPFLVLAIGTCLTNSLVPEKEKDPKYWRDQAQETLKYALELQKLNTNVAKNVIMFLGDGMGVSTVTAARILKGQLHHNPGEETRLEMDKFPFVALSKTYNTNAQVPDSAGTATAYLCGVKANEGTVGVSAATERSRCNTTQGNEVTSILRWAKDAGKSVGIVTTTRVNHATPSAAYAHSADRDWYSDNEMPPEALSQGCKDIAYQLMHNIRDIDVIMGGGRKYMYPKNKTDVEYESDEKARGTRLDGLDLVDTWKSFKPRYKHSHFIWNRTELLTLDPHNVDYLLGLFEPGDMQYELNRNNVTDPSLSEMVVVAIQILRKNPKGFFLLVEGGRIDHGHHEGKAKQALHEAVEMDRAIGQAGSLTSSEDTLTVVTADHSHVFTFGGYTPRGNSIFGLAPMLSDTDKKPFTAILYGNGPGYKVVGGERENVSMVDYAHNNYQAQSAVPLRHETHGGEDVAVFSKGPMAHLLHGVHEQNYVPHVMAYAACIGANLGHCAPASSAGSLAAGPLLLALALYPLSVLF
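Control set: EDTA negative control, DMSO positive control / Assay system: human TNAP / Quantity: TNAP 1/800 final / Evaluation: TNAP activation factor scaled between EDTA and DMSO control wells / Measured by: luminescent substrate turnover signal / Compound dosing: one dose, 20 µM / Times: 30 min enzyme reaction at room temperature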
RAM network inh: inhibitors of the yeast RAM network; inhibition, % at 50 µM; S. cerevisiae dse1pr::URA3 reporter, 5-FOA growth OD615, 2 d; analog-sensitive cbk1-as2 kinase mutant strain; hit rate 1.8% among 190,000;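 active means inhibition above a set limit, 3 SD over mean compound inhibition, cut at about 8.4% in these data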;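 further: 0% = DMSO-only wells with no growth and 100% = 10 µM 1-NA-PP1 full growth; inhibition rescues growth on 5-FOA so higher OD means more RAM inhibition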
Lmaj promast: inhibitors of Leishmania major promastigote growth; Leishmania major promastigotes, resazurin fluorescence viability; inhibition, % at 10 µM; hit rate 9% among 200,000; AID 1063; in the data active means inhibition above about 50%;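 further: promastigotes grown with compound for 44 hours at 28 °C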
bIAP inh: blocks bovine intestinal alkaline phosphatase activity. purified bovine IAP, CDP-star luminescence, 30 min. inhibition, % at 20 µM. 190,000 tested, under 10 active. AID 1019;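 active means over 50% inhibition of intestinal alkaline phosphatase at 20 µM in the single-dose screen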
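System: purified bovine intestinal alkaline phosphatase (IAP) enzyme; Input: IAP diluted 1/65,000,000 in the well; Measured by: CDP-star luminescence signal; Compound dosing: 20 µM single dose; Incubation: 30 min reaction at room temperature.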
FLuc stim CS: affects firefly luciferase, flagging false hits in luciferase stimulation screens; 200,000 tested, under 10 active; ATPlite luciferase biochemical, luminescence, 10 min; 0 = ATP-free wells, 1 = DMSO control; AID 1027; activation factor at 10 µM; P08659;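 active means luciferase activation factor, scaled between plate controls, of at least 2 with compound at 10 µM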
Target sequence (P08659 whole entry, looked up): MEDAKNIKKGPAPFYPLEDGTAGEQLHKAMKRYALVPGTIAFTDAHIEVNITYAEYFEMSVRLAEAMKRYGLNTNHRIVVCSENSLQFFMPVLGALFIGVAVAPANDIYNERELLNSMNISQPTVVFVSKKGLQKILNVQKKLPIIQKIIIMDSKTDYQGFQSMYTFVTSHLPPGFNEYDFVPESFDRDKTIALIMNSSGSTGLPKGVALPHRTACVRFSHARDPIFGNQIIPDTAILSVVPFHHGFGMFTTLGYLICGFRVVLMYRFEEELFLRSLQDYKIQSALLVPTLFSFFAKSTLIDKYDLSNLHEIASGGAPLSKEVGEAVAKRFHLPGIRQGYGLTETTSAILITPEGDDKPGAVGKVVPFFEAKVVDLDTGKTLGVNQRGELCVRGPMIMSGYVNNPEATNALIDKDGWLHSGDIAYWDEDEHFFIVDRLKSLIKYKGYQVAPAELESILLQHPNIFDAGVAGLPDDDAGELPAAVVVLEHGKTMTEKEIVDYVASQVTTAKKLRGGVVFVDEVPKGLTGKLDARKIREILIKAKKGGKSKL
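test system = cell-free luciferase reagent | medium = PBS as buffer for the ATP substrate | dosing = test compounds dosed from 2 mM stocks in 100% DMSO | incubation = 10 min at ambient temperature | detection = luminescence measurement of luciferase light output | benchmarks = low control with PBS replacing ATP, high control enzyme plus ATP without compound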
APP transl inh: APP translation inhibition; SH-SY5Y APP 5'UTR-luciferase reporter, luminescence; hit rate 0.82% among 190,000; inhibition, % at 2 µM; AID 1285;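 active means inhibition above a set limit, derived from the sample mean plus 3 SD, cut at about 45% in these data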; further: values of inactives mirror those of a sister screen read the other way
TNAP inh hiacc: inhibitors of human TNAP at high phosphate acceptor concentration; inhibition, % at 20 µM; hit rate 0.03% among 200,000; P05186; purified TNAP, CDP-star luminescence, 1 M DEA;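 active means over 50% inhibition of tissue-nonspecific alkaline phosphatase at 20 µM in the single-dose screen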;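 further: plate controls were DMSO wells for no effect and EDTA-quenched wells as full inhibition for full effect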
TNAP inh noacc: inhibitors of human TNAP without phosphate acceptor | hit rate 0.26% among 200,000 | P05186 | inhibition, % at 20 µM | purified TNAP, CDP-star luminescence, 30 min;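 active means tissue-nonspecific alkaline phosphatase inhibition above about 50% at 20 µM in the single-dose screen, limit read from the data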;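 further: 0% = DMSO negative control and 100% = EDTA positive control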
FLuc inh counter: inhibits firefly luciferase, flagging false hits in luciferase inhibition screens. ATPLite firefly luciferase biochemical luminescence, 10 min. inhibition, % at 10 µM. hit rate 1.5% among 200,000. AID 1006;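 active means inhibition above about 50% when tested at 10 µM, limit read from the data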
Numbers without * were called inactive; / = no result given.

SMILES | bIAP act | TNAP act hiacc | RAM network inh | Lmaj promast | bIAP inh | FLuc stim CS | APP transl inh | TNAP inh hiacc | TNAP inh noacc | FLuc inh counter
COc1ccc(N(CC(=O)Nc2ccc3c(c2)OCCO3)S(=O)(=O)c2c(C)noc2C)cc1 | 1 | 1 | 2.4 | 40 | 1 | 1 | -8 | -2 | -4 | -4
CCn1c(COc2cccc(OC)c2)nnc1SCC(=O)Nc1cccc(OC)c1 | 1 | 1 | 0.1 | 18 | -5 | 1 | 5 | 0 | -6 | -5
Cc1nn(-c2ccccn2)c2nc(-c3cccs3)cc(C(=O)NCc3ccco3)c12 | 1.1 | 1 | 3.9 | 53* | -5 | 0.6 | 5 | -3 | -14 | 38
CCOC(=O)CSc1nc(Nc2ccc3c(c2)OCO3)c2ccccc2n1 | 0.8 | 1 | 0.4 | 56* | 15 | 1 | -3 | 2 | -6 | -2
Cc1c(C=O)c2ccccc2n1CC(=O)O | 1.1 | 1 | 0.0 | -9 | -7 | 1 | -4 | 0 | -6 | -3
COc1ccccc1NS(=O)(=O)c1ccc(C)c(C(=O)NCC2CCCO2)c1 (stereo not given) | 0.9 | 1 | 0.7 | -2 | 5 | 1 | -1 | -5 | -14 | -4
COc1ccc(S(=O)(=O)n2ccnc2)c2cccnc12 | 0.9 | 1 | 0.1 | -4 | 13 | 1 | -22 | -5 | -14 | -5
O=C(c1ccc(Cl)cc1)c1coc2ccc(O)cc12 | 0.9 | 1 | 5.1 | 1 | 8 | 0.8 | -129 | 1 | -6 | 18
COc1ccc(-c2cc(C(F)(F)F)nc(S(C)(=O)=O)n2)cc1 | 0.9 | 1.1 | -0.9 | 100* | 8 | 1.1 | -11 | -6 | -17 | -6
O=c1c2ccccc2nnn1Cc1ccc(Br)cc1 | 1.1 | 1.1 | 2.1 | -6 | -9 | 1 | 1 | -5 | -5 | -5
CC(C)OC(=O)c1c(N)n(CCCN2CCOCC2)c2nc3ccccc3nc12 | 1.1 | 1 | 2.8 | 21 | -7 | 1 | -7 | -3 | -15 | -2
CC1CCCC(C)N1S(=O)(=O)c1ccc(NC(=O)CNCC2CCCO2)cc1 (stereo not given) | 0.9 | 1.1 | -0.9 | 7 | 10 | 1.1 | -25 | -7 | -4 | -10
O=C(CCCSc1ccccc1)Nc1nc(-c2ccccn2)cs1 | 1 | 1.1 | 1.3 | 100* | 1 | 1 | -11 | -6 | -20 | -4
CCNC(=S)N(Cc1cccs1)Cc1cc2cc(OCC)ccc2[nH]c1=O | 1 | 1 | 2.1 | 96* | 5 | 1 | 11 | -3 | -30 | -5
Cc1cc(NC(=O)CN2C(=O)S/C(=C\c3ccccc3)C2=O)no1 | 1.3 | 0.9 | 2.3 | -5 | -31 | 1 | -28 | 6 | 11 | -2
Fc1ccccc1CSc1nnc2ccc(-c3ccncc3)nn12 | 1 | 1 | 0.7 | 2 | -2 | 1.1 | -6 | 0 | -7 | -6
Cc1cccc(NC(=S)NNC(=O)COc2ccc(Cl)cc2Cl)c1 | 0.9 | 1 | 2.4 | 1 | 8 | 1 | 9 | 0 | -40 | -4
O=C(Nc1ccccc1)c1ccc(S(=O)(=O)N2CCOCC2)cc1 | 1 | 1.1 | 0.9 | 7 | 2 | 1.1 | -20 | -6 | -4 | -6
Cn1c(N)c(C(=O)CSc2nc3ccccc3n2-c2ccccc2)c(=O)n(C)c1=O | 0.9 | 1.1 | / | / | 6 | 1 | / | -7 | -15 | -3
Cc1nc(Nc2c(Cl)cccc2Cl)sc1C(=O)Nc1ccccc1 | 1 | 1 | 4.0 | -4 | 2 | 1 | 15 | -2 | -15 | -3
Cc1cc(C(=O)NNC(=S)NCc2ccco2)nn1C | 1.4 | 1.1 | 2.1 | -6 | -44 | 1.1 | -15 | -7 | -142 | -8
CCOC(=O)Cc1cnc(NC(=O)CSc2nc(N)cc(=O)[nH]2)s1 | 1.2 | 1 | 0.0 | -4 | -21 | 1 | 9 | -3 | -10 | -1
CCN(CC)S(=O)(=O)c1ccc(S(=O)(=O)Nc2ccc(C(=O)N3CCCC3)cc2)cc1 | 1 | 1 | 1.7 | -11 | 3 | 1.1 | 12 | 0 | -6 | -5
Cc1cc(NS(=O)(=O)c2ccc(NC(=O)/C=C/c3ccc(C)o3)cc2)nc(C)n1 | 1 | 1 | 1.4 | -6 | 3 | 1.1 | 10 | -3 | -5 | -6
O=C1c2ccccc2C(=O)N1Cc1ccccn1 | 1.3 | 1 | 2.2 | -15 | -27 | 1 | -2 | -4 | -8 | -4

Record cards, from the list above:
`COc1ccc(S(=O)(=O)n2ccnc2)c2cccnc12` is listed with bIAP act: 0.9; TNAP act hiacc: 1; RAM network inh: 0.1; Lmaj promast: -4; bIAP inh: 13; FLuc stim CS: 1; APP transl inh: -22; TNAP inh hiacc: -5; TNAP inh noacc: -14; FLuc inh counter: -5
`CC1CCCC(C)N1S(=O)(=O)c1ccc(NC(=O)CNCC2CCCO2)cc1` (stereo not given) is listed with bIAP act: 0.9; TNAP act hiacc: 1.1; RAM network inh: -0.9; Lmaj promast: 7; bIAP inh: 10; FLuc stim CS: 1.1; APP transl inh: -25; TNAP inh hiacc: -7; TNAP inh noacc: -4; FLuc inh counter: -10

5 compounds from above, showing only TNAP act hiacc:
SMILES	TNAP act hiacc
O=C(CCCSc1ccccc1)Nc1nc(-c2ccccn2)cs1	1.1
CCn1c(COc2cccc(OC)c2)nnc1SCC(=O)Nc1cccc(OC)c1	1
CCNC(=S)N(Cc1cccs1)Cc1cc2cc(OCC)ccc2[nH]c1=O	1
COc1ccc(-c2cc(C(F)(F)F)nc(S(C)(=O)=O)n2)cc1	1.1
O=C(c1ccc(Cl)cc1)c1coc2ccc(O)cc12	1

Remaining list, next part
SMILES | bIAP act | TNAP act hiacc | RAM network inh | Lmaj promast | bIAP inh | FLuc stim CS | APP transl inh | TNAP inh hiacc | TNAP inh noacc | FLuc inh counter
CC1CC(C)CN(C(=S)Nc2ccc(SC(F)F)cc2)C1 (stereo not given) | 0.8 | 1 | 0.0 | 73* | 16 | 1 | 3 | -2 | -3 | 2
C=CCOc1cccc(C2/C(=C(/O)c3ccccc3)C(=O)C(=O)N2CCN2CCOCC2)c1 (stereo not given) | 1 | 1 | -0.6 | -7 | 5 | 1 | 6 | 0 | -9 | -2
CCOc1cc(NC(=S)NCCCN2CCOCC2)c(OCC)cc1NC(=O)c1ccccc1 | 1 | 1 | 0.8 | 1 | 3 | 1 | 6 | -4 | -11 | -2
CCC/C(=N/NC(=O)c1csc(C)c1C)c1ccc(Cl)s1 | 0.9 | 1.1 | 2.9 | -2 | 8 | 1.1 | -18 | -6 | -6 | -13
O=C(C1CCCN(S(=O)(=O)c2cccs2)C1)N1CCc2ccccc2C1 (stereo not given) | 1 | 1 | 2.8 | 4 | 2 | 1 | 0 | 0 | -4 | 0
c1ccc2c(c1)CC1(CCCC1)n1nnnc1-2 | 0.9 | 1.1 | 1.0 | 28 | 11 | 1.1 | 6 | -10 | -14 | -7
COC(=O)c1ccc2c(c1)C(C)(C)C(/C=C/c1ccccc1O)=[N+]2C | 0.5 | 0.7 | 0.4 | 101* | 46 | 0.7 | -12 | 29 | 45 | 26
CC(=O)Nc1ccc2[nH]c(C)c(CC=C(Cl)Cl)c(=O)c2c1 | 0.8 | 1.1 | 0.5 | -1 | 18 | 1.1 | -25 | -6 | -13 | -9
CCCC(=O)Nc1ccc(C(=O)NNC(=O)c2cccc([N+](=O)[O-])c2)cc1 | 1.1 | 1.1 | 2.5 | 6 | -6 | 1 | 2 | -9 | -15 | -3
CC(NC(=O)c1ccc2c(c1)OCCO2)C(=O)O (stereo not given) | 1 | 1 | 2.0 | 3 | 2 | 1 | -4 | -2 | -2 | -3
COc1ccc(C(=O)Nc2nc3cc(OC)c(OC)cc3c(=O)[nH]2)cc1 | 0.9 | 1 | 0.3 | -3 | 7 | 1 | -9 | -2 | -9 | -4
Cc1ccc(NC(=O)c2ccc(Oc3ncccn3)cc2)cc1 | 1 | 1 | 1.0 | 7 | 4 | 0.8 | -40 | -2 | -13 | 20
CCC(CC)NC(=O)c1cccc(Br)c1 | 1 | 1.1 | 0.6 | 6 | 2 | 1.1 | -8 | -6 | -13 | -7
O=C(NC1CCCCCC1)C1c2ccccc2C(=O)N1Cc1ccco1 (stereo not given) | 1 | 1 | 0.6 | -2 | 1 | 1 | -4 | 3 | -6 | -2
NC(=O)c1cc[n+](CC2=C(C(=O)O)N3C(=O)[C@@H](NC(=O)C(c4ccccc4)S(=O)(=O)[O-])[C@H]3SC2)cc1 (stereo not given in full) | 1 | 1.1 | 3.5 | -6 | 3 | 1.1 | -1 | -5 | -9 | -7
O=C1CC(N2CCN(c3ccccc3)CC2)C(=O)N1CCc1ccccc1 (stereo not given) | 0.9 | 1 | 0.8 | -7 | 8 | 1 | -10 | -2 | -9 | -4
COc1ccc(S(=O)(=O)N(CC(=O)Nc2ccc(S(=O)(=O)N3CCOCC3)cc2)c2ccccc2)cc1 | 0.9 | 1 | 1.7 | 15 | 6 | 1.1 | 1 | 1 | -41 | -6
CN1CCN(Cc2nc3ccccc3c(=O)n2Cc2nc(-c3ccc4ccccc4c3)cs2)CC1 | 0.9 | 1 | 2.9 | 100* | 8 | 1 | 2 | -4 | -23 | -4
O=C(CCSCc1cccc(Cl)c1)NCCc1ccccc1 | 0.7 | 1 | -0.1 | -8 | 32 | 1 | -9 | 1 | -10 | 1
C/C(=C1/SC(=S)N(CCC(=O)O)C1=O)c1ccc(O)cc1 | 0.6 | 0.8 | 2.5 | -3 | 44 | 1.1 | -3 | 21 | 16 | -6
Clc1ccccc1CSc1ncccn1 | 0.9 | 1 | 0.7 | -6 | 12 | 1.1 | -17 | -2 | -9 | -7
CCOC(=O)C1CCCN(C(=O)C2CCN(S(=O)(=O)N3CCC4(CC3)OCCO4)CC2)C1 (stereo not given) | 1 | 1 | -0.5 | -7 | -5 | 1 | 8 | -5 | -8 | -4
CN=C1SC(CC(=O)Nc2sc3c(c2C#N)CCCC3)C(=O)N1C (stereo not given) | 0.7 | 0.9 | 3.9 | 0 | 32 | 1 | 3 | 8 | 0 | 1
CCOC(=O)N1CCN(C(=O)COc2ccc(Cl)cc2)CC1 | 1 | 1 | 1.2 | -8 | 5 | 1 | -2 | 0 | -6 | 0
Cc1ccc(/C=C/C(=O)O)cc1S(=O)(=O)Nc1ccc2c(c1)OCO2 | 1.1 | 1 | 8.8* | -6 | -9 | 1 | 1 | -2 | -2 | 4

Look-ups from the results shown.
FLuc inh counter, `COc1ccc(C(=O)Nc2nc3cc(OC)c(OC)cc3c(=O)[nH]2)cc1` stands at -4
TNAP inh noacc, `CC1CC(C)CN(C(=S)Nc2ccc(SC(F)F)cc2)C1` (stereo not given) stands at -3
